phage Ecoli inh: growth loss of phage-infected E. coli, primary screen, RecBCD inhibitor project, absorbance, with phage, HTS. inhibition, % at 11.9 µM. hit rate 0.26% among 360,000; in the data active means inhibition above about 11%
SUMO Mot1 rescue: yeast Mot1-301 growth rescue at high temperature, primary screen, SUMOylation pathway inhibitor project, S. cerevisiae, ATP luminescence, 38.5C. hit rate 1% among 320,000. AID 2716, 2010. growth rescue, % at 18.8 µM. S. cerevisiae Mot1-301 growth rescue; percent above DMSO median, 100 means doubled;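 active means every valid replicate shows activation above 250% relative to neutral control wells; inactive means the rest, any valid replicate at or below 250%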;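 further: OY570 slx delta 5 strain wells were the positive control but not used for scaling; some compounds called inactive have numbers as strong as hits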
Pemphigus Ab inh: inhibitors of pemphigus antibody binding to DSG3, primary screen, biochemical, bead-based, flow cytometry, scFv-GFP. hit rate 0.48% among 310,000. DSG3-coupled beads, scFv-anti-DSG3-GFP binding; active compounds read low. binding (percent of control), % at 10 µM. Desmoglein-3 (Homo sapiens), P32926;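 active means binding more than 3 SD below its plate's average and above zero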;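 further: hits lower antibody fragment binding to DSG3; some compounds called inactive have numbers as strong as hits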
AddAB inh: growth inhibition of E. coli expressing H. pylori AddAB, primary screen, AddAB inhibitor project, absorbance | inhibition, % at 11.9 µM | hit rate 0.29% among 330,000; in the data active means inhibition above about 12%;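 further: 0% = vehicle wells of infected cells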
HTR5A inv ag: HTR5A inverse agonists in luminescence cell assay, primary screen, counter-screen for OPRM1-OPRD1 heterodimer inverse agonist project, full-deck HTS. 5-hydroxytryptamine receptor 5A (Homo sapiens), P47898. HTR5A cell line, inverse agonism. inhibition, % at 9.3 µM. hit rate 0.083% among 340,000. AID 504634, 2011; in the data active means inhibition mostly above about 23%, no sharp cut-off; inactive means mostly below about 18%;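 further: 0% = cells with DMSO and 100% = no-cell wells with DMSO; some compounds called inactive have numbers as strong as hits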
HTR5A ag: HTR5A agonists in luminescence cell assay, primary screen, counter-screen for OPRM1-OPRD1 heterodimer agonist project, full-deck HTS | hit rate 0.61% among 340,000 | cell-based | activation, % at 9.3 µM | AID 504692, 2011 | 5-hydroxytryptamine receptor 5A (Homo sapiens), P47898; in the data active means activation mostly above about 9.5%, no sharp cut-off; inactive means mostly below about 7.6%;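 further: 0% = cells with vehicle only and 100% = reference agonist; strong numbers were not always called active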
MOR-DOR ag: agonists of OPRM1-OPRD1 heterodimerization, primary screen, cell-based, luminescence; cells; hit rate 0.3% among 340,000; activation, % at 9.3 µM; AID 504326, 2011; Mu-type opioid receptor (Homo sapiens) + Delta-type opioid receptor (Homo sapiens), …; in the data active means activation above about 18%;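 further: 0% = vehicle-treated cells and 100% = reference agonist; values of inactives mirror those of a sister screen read the other way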
Target sequence (P35372 whole entry, looked up): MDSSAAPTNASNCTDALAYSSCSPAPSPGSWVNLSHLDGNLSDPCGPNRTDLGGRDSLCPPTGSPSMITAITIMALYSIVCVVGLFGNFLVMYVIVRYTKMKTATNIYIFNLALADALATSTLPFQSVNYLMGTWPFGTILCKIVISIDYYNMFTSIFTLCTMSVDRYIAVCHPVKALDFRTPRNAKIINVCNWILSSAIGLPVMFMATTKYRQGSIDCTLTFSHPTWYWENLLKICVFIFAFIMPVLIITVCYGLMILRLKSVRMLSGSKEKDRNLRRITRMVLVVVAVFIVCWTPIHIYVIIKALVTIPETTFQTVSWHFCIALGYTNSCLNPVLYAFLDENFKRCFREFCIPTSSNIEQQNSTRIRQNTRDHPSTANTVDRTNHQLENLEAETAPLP
Target sequence (P41143 whole entry, looked up): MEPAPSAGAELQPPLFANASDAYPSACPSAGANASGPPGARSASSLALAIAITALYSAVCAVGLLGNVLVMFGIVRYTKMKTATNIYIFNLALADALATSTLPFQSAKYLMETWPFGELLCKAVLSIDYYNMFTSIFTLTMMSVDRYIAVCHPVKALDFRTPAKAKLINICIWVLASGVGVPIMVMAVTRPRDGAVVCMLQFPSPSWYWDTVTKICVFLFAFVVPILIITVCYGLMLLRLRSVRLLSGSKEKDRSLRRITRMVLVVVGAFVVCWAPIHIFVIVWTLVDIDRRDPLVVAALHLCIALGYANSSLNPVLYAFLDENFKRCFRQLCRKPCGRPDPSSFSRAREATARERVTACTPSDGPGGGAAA
PKA-R1A activ: activators of PKA-R1A holoenzyme, primary screen, biochemical, fluorescence polarization, Cy5-IP20, bovine R1A, mouse PKAc. cAMP-dependent protein kinase type I-alpha regulatory subunit (Bos taurus) + …. PKA-R1A dissociation; scaled: DMSO 0%, 113 µM cGMP 100%. activation, % at 11.4 µM. hit rate 0.083% among 340,000;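 active means percent activation above the mean of all tested compounds plus 3 SD, cut at about 19% in these data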;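 further: higher means more PKAc released from R1A so a rise in polarization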
E coli growth: E. coli V3065 growth inhibition, primary screen, counter-screen for AddAB inhibitor project, absorbance, OD600 | hit rate 0.27% among 330,000 | AID 449728, 2010 | inhibition, % at 11.9 µM | 18 h;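 active means inhibition above the campaign's mean inhibition across all tested compounds plus 3 SD, cut at about 9.9% in these data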;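 further: uninfected addAB+ strain grown without phage in ampicillin broth; 0% = DMSO wells and 100% = ciprofloxacin 0.95 µg/ml wells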
OPRM1-OPRD1 inv: inverse agonists of MOR-DOR heterodimerization, primary screen, cell-based, luminescence; cell-based MOR-DOR heterodimer luminescence, inverse agonism; hit rate 0.21% among 340,000; inhibition, % at 9.3 µM; in the data active means inhibition above about 22%, passing the limit was not always enough;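 further: 0% = cells with DMSO and 100% = wells without cells with DMSO; values of inactives mirror those of a sister screen read the other way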
PfHsp90 set2: growth inhibition of PfHsp90-expressing yeast, primary screen, antimalarial PfHsp90 inhibitor project, S. cerevisiae, BacTiter-Glo luminescence, single point, set 2 | inhibition, % at 9.4 µM | AID 504621, 2011 | hit rate 0.32% among 310,000 | BacTiter-Glo ATP, 48 h; yeast lacking PDR1 and PDR3 efflux regulators;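 active means every replicate shows inhibition above about 80%, whatever the replicate mean, limit read from the data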;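 further: 0% = DMSO neutral controls and 100% = 20 µM radicicol positive controls; yeast relying on Plasmodium falciparum Hsp90 in place of its own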
The depositor's hits bear a star; nt = not tested or not shown.

SMILES | phage Ecoli inh | SUMO Mot1 rescue | Pemphigus Ab inh | AddAB inh | HTR5A inv ag | HTR5A ag | MOR-DOR ag | PKA-R1A activ | E coli growth | OPRM1-OPRD1 inv | PfHsp90 set2
CCN(c1ccccc1)S(=O)(=O)c1ccc(Cl)c(NC(=O)COC(=O)C2CC2C)c1 (stereo unspecified) | 2.7 | -10 | 98 | 4.6 | 14 | 0 | -1.5 | -3 | -1.2 | 7 | 9
O=C(CCc1ccc(S(=O)(=O)N2CCOCC2)cc1)Nc1ccc(N2CCOCC2)cc1 | 0.3 | -3 | 97 | 1.4 | -40 | -1 | -1.4 | 3 | -1.3 | 8 | -7
COCCN(C(=O)CCC(=O)Nc1ccccn1)C(C(=O)NC(C)C)c1ccc(C)cc1 (stereo unspecified) | -0.3 | 0 | 106 | 1.2 | -15 | 5 | -1.0 | -4 | 0.4 | 6 | -4
COc1cccc(C(=O)COC(=O)C2CC3CCCC(C2)C3=O)c1 (stereo unspecified) | 3.0 | 0 | 97 | 0.7 | 9 | -3 | -2.6 | -3 | 0.9 | 17 | -4
O=C(CSc1ncnc2scc(-c3ccccc3)c12)N1CCN(Cc2ccc3c(c2)OCO3)CC1 | 1.3 | -6 | 120 | 0.0 | -3 | 0 | -1.4 | 0 | -0.7 | 8 | 10
Cc1ccc(NS(=O)(=O)c2c(C(=O)N3CCCCCC3)c(C)n(C)c2C)c(Cl)c1 | -1.4 | 73 | 101 | 5.0 | -7 | 5 | -3.2 | 2 | 0.5 | 16 | -10
Cn1c(CN2CCOCC2)nnc1SCC(N)=O | -0.7 | 538* | 113 | -1.0 | -8 | 1 | -1.3 | 5 | 0.4 | 7 | 43
COc1cc(C=O)ccc1OC(=O)Nc1ccccc1 | 2.4 | 316 | 102 | 1.6 | 0 | -1 | -0.8 | 2 | -0.1 | 4 | 11
CC1CCN(c2c(NCc3ccc(C(=O)N4CCc5ccccc54)cc3)c(=O)c2=O)CC1 | -0.8 | 10 | 100 | -1.7 | -13 | 5 | -1.4 | -1 | -2.1 | 8 | 26
CCOC(=O)c1cc2c(=O)n3ccccc3nc2n(C)c1=NC(=O)c1c(-c2c(F)cccc2Cl)noc1C | 2.5 | 133 | 89 | 0.3 | -6 | 7 | -2.8 | 8 | -0.3 | 15 | 12
CCC(C(=O)N1CCc2cc(OC)c(OC)cc2C1)c1ccccc1 (stereo unspecified) | 1.2 | -1 | 102 | 0.8 | 5 | 3 | 1.1 | 4 | -0.7 | -6 | nt
COC(=O)c1ccc(N(CC(=O)NC2CCCC2)C(=O)CNC(=O)c2cccs2)cc1 | 4.5 | -2 | 99 | 1.7 | -4 | 1 | -4.0 | 2 | -0.3 | 22 | -1
O=C(Nc1ccccc1C(=O)N/N=C/c1ccncc1)c1ccccc1 | 4.5 | -36 | 96 | -0.7 | -15 | 6 | -0.2 | -6 | 0.0 | 1 | 55
O=C(CCCN1C(=O)/C(=C/c2ccccc2Cl)SC1=S)NNC(=O)c1ccccc1Cl | 2.4 | 2 | 41 | -1.4 | 1 | 0 | 1.0 | 2 | -0.3 | -5 | -5
S=C(c1ccc2c(c1)OCO2)N1CCOCC1 | 1.9 | 3 | nt | 1.6 | -7 | 3 | -3.1 | -8 | -0.5 | 15 | -24
C[C@@H](C(=O)NCC1CCCO1)N1C(=O)N2CCc3c([nH]c4ccccc34)[C@@]2(C)C1=O (stereo partly specified) | 2.8 | 212 | 99 | 1.7 | 0 | -1 | -0.8 | -4 | 2.0 | 4 | 31
O=C(Nc1ccc2cn[nH]c2c1)c1ccc(S(=O)(=O)N2CCOCC2)cc1 | 3.2 | -6 | 107 | 0.2 | 8 | -3 | -3.0 | -5 | 0.9 | 15 | 15
CCC(C)NC(=O)Cc1ccc(-c2ccccc2)cc1 (stereo unspecified) | 5.0 | 25 | 162 | -3.7 | -19 | 9 | 0.5 | 0 | 1.5 | -3 | -34
Cc1ccc(-c2nn3c(C)nnc3s2)cc1NC(=O)c1ccc(-c2ccc(Cl)cc2Cl)o1 | 1.8 | 5 | 119 | 2.0 | 5 | 3 | 1.9 | 1 | 0.7 | -10 | -26
O=C(COC(=O)CCc1c[nH]c2ccccc12)NC(c1ccccc1)c1ccccc1 | 0.4 | nt | 99 | 2.7 | 8 | 0 | 0.7 | 6 | -0.1 | -4 | -11
CCOC(=O)C1=c2s/c(=C\c3ccncc3)c(=O)n2C(N)=C(C(=O)OC)C1c1ccncc1 (stereo unspecified) | 0.6 | nt | 101 | 0.2 | -6 | 0 | -2.2 | -9 | -0.8 | 12 | -2
O=C(NCC1CCCO1)c1cc(-c2ccc(Cl)cc2Cl)on1 (stereo unspecified) | -2.6 | 12 | 104 | 0.5 | 14 | -4 | -0.5 | 3 | -0.4 | 3 | 1
CCn1ccnc1CC1COc2ccccc2O1 (stereo unspecified) | 3.2 | -5 | 104 | -0.6 | 0 | 0 | -0.8 | -8 | -0.3 | 4 | 16
CCOC(=O)C(=CNc1ccc(-c2ccco2)c(Cl)c1)C(=O)OCC | 1.0 | -9 | 103 | -0.1 | -6 | 4 | 1.8 | -1 | 0.8 | -9 | -7
COc1ccccc1C/C(N)=N/OC(=O)c1cccc([N+](=O)[O-])c1 | -0.2 | 23 | 99 | 3.2 | 8 | -4 | 12 | -9 | -1.6 | -59 | nt
CCCCN(C(=O)c1cc(S(=O)(=O)N2CCOCC2)ccc1F)c1c(N)n(CCCC)c(=O)[nH]c1=O | 0.6 | nt | 107 | nt | -3 | 1 | -0.3 | -12 | nt | 1 | -16
CC(=O)OCCN(C)c1cc(SC(C)C)c2nonc2c1[N+](=O)[O-] | -2.6 | 70 | 121 | -0.7 | 1 | 0 | 0.8 | 1 | -0.6 | -4 | nt
Clc1ccc(-c2cc(-c3ccccc3)on2)cc1 | 3.8 | 8 | 104 | 3.7 | 16 | 1 | -3.1 | -12 | -0.4 | 14 | -1
Cc1cc(C)c(NC(=O)C(C)OC(=O)c2cc(Br)c(Br)s2)c(C)c1 (stereo unspecified) | 4.3 | 4 | 99 | 2.0 | 8 | -3 | -2.8 | -14 | -0.4 | 14 | -14
Cc1ccc2cc(CN(C(=O)c3ccco3)c3ccccc3)c(=O)[nH]c2c1 | -0.7 | 3 | 104 | -3.0 | -30 | 2 | -2.2 | 2 | -1.6 | 13 | 8
Cc1[nH]c2ccccc2c1/C=C(\C#N)C(=O)NC(C)c1ccccc1 (stereo unspecified) | 2.0 | 17 | 100 | -1.1 | -6 | 0 | -0.6 | -3 | -1.7 | 3 | -16
C=CCn1c(NCCOC)nc2c1c(=O)n(C)c(=O)n2C | 1.7 | -9 | nt | 2.7 | 6 | -3 | -3.1 | 3 | -0.6 | 19 | 12
CC(C)(C)NC(=O)C(c1ccncc1)N(C(=O)Cn1nnc(-c2ccc(F)cc2)n1)c1ccccc1F (stereo unspecified) | 3.7 | nt | 86 | nt | -3 | 3 | -1.4 | -3 | nt | 9 | 12
Cc1cc(C)cc(OC(=O)COc2ccccc2C)c1 | 3.0 | 4 | 99 | 4.6 | -10 | 3 | 4.5 | 9 | -0.2 | -23 | -4
COc1cc(NC(=O)c2ccc(F)cc2)c(OC)cc1NC(=O)CN1CCCCC1 | 1.0 | 348 | nt | 1.3 | -3 | 1 | 0.5 | -5 | -1.6 | -3 | 8
CCn1cc(/C=C/C(=O)Nc2ccn(Cc3c(F)c(F)c(F)c(F)c3F)n2)cn1 | 1.5 | 99 | nt | -1.6 | 3 | -2 | -3.0 | -4 | -3.0 | 15 | -6
CN1CCN(Cc2c(O)c(Cl)cc3c(-c4ccccc4)cc(=O)oc23)CC1 | 3.2 | 4 | 104 | -2.7 | 2 | -1 | -1.7 | -14 | -2.5 | 10 | -23
O=C(CN1C(=O)NC2(CCc3ccccc32)C1=O)c1ccc(F)c(F)c1 (stereo unspecified) | 0.8 | -21 | 102 | 2.1 | -1 | -3 | -1.7 | -6 | 0.2 | 9 | 11
CC(C)(C)c1ccc(OCCC(=O)Nc2cccc(S(=O)(=O)N3CCCC3)c2)cc1 | 2.4 | -1 | 96 | 3.1 | -3 | 1 | 11 | -7 | -1.1 | -69 | -26
CC(Sc1nnc(-c2ccncc2)n1C)C(=O)Nc1ccc(N2CCOCC2)cc1 (stereo unspecified) | -0.3 | 7 | 101 | 1.0 | -10 | -4 | -2.3 | -14 | 0.2 | 9 | 14
Cc1ccc(C)c(N(CC(=O)N(C)C)S(C)(=O)=O)c1 | 1.6 | 10 | 103 | -2.0 | 3 | 3 | -2.2 | 0 | -2.8 | 12 | -7
COc1ccc(NC2=Nc3cccc4cccc2c34)cc1 | 1.0 | 18 | 101 | -3.6 | 22 | -8 | -0.7 | -7 | -2.3 | 4 | 9
COc1ccc(C2(O)CCN(C(=O)c3c(F)cccc3F)CC2)cc1 | 1.6 | -4 | 101 | 0.6 | 15 | -3 | 0.4 | 4 | 0.9 | -2 | -13
C[C@H]1CN([C@@H](C)CO)C(=O)Cc2cc(NS(C)(=O)=O)ccc2O[C@@H]1CN(C)Cc1ccc(Cl)c(Cl)c1 | 0.2 | nt | 102 | -0.8 | -21 | 9 | -1.4 | -3 | -2.5 | 8 | 8
O=C(NCCCn1ccnc1)/C(=C\c1ccco1)NC(=O)c1ccco1 | 5.4 | 8 | 99 | -1.2 | 6 | -2 | -3.3 | 2 | -1.3 | 17 | 4
C=CCn1cc(C(=O)c2cc(Br)ccc2O)cc(C#N)c1=O | 0.0 | -17 | 101 | 1.9 | 4 | -2 | 3.7 | -11 | 2.5 | -19 | 19
Cc1ccc(S(=O)(=O)Nc2cc3c(cc2N2CCOCC2)n(C)c(=O)c(=O)n3C)cc1 | -3.0 | -13 | nt | -0.6 | 19 | -2 | -0.8 | 8 | -1.7 | 4 | 3
